CHT allo act: CHT positive allosteric modulators, primary screen, cell-based, membrane potential dye, choline EC20 | actives 0.49% (n = 310,000) | CHT-expressing cells; hits give high values; LV-AA mutant CHT in HEK293 cells | B-score at 10 µM | High affinity choline transporter 1 (Homo sapiens), Q9GZV3;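 active = initial fluorescence not abnormally high and integrated response B-score, plate-corrected, over 3 SD above library mean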
Target sequence (Q9GZV3 whole entry, looked up): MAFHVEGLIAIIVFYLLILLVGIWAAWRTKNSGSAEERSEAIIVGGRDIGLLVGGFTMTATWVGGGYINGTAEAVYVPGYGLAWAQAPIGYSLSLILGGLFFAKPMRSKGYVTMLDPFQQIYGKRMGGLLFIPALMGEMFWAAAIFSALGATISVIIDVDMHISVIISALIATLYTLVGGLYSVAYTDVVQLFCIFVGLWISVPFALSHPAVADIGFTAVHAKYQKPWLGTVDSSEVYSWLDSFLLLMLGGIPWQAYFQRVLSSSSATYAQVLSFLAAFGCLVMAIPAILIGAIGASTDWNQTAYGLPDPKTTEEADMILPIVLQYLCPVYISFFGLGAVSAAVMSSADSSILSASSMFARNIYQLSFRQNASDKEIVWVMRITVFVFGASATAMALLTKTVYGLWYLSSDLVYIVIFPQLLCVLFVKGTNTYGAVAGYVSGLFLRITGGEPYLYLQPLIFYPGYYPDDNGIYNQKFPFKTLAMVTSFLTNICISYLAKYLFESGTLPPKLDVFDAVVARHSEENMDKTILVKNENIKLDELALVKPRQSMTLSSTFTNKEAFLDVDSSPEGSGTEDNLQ
OX1R antag-1: antagonists of human orexin 1 receptor (OX1R). Orexin/Hypocretin receptor type 1 (Homo sapiens), O43613. OX1R-expressing cells, FRET antagonist read-out. inhibition, % at 6.6 µM. actives 1.8% (n = 330,000). AID 485270, 2010; in the data active = inhibition mostly above about 38%, no sharp cut-off; inactive = mostly below about 40%;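 also: 0% = agonist challenge alone and 100% = reference antagonist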
Target sequence (O43613 whole entry, looked up): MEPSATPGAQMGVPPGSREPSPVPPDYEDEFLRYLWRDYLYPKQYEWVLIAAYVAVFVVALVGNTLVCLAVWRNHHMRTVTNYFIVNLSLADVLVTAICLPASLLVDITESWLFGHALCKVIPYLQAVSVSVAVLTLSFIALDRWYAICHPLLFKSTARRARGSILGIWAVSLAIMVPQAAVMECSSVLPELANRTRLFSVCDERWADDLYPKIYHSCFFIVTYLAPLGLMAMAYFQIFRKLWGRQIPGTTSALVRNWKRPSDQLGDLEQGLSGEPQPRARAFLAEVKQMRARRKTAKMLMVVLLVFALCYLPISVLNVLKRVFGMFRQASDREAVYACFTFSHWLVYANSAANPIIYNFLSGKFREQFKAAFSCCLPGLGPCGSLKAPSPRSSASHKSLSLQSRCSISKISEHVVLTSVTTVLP
OX1R antag-2: OX1R (HCRTR1) antagonists, primary screen, fluorescence, CHO/OX1R cells, Fluo-8 calcium, orexin A; inhibition, % at 5 µM; Orexin/Hypocretin receptor type 1 (Homo sapiens), O43613; Fluo-8 calcium fluorescence; actives 0.43% (n = 330,000); AID 434989, 2010;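 active = inhibition above its plate's threshold, mean inhibition of all tested compounds on the plate plus 3 SD, cut at about 37% in these data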;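 also: 0% = orexin A challenge wells and 100% = SB-334867-A antagonist wells; not every result past the cut was called active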
Active calls of the source: *; i = inactive; . = no result given.

SMILES	CHT allo act	OX1R antag-1	OX1R antag-2
Cc1noc(C)c1COc1cccc(C(=O)Nc2ccc(C#N)cc2)c1	i	28.9	-3.1
Cc1cc(C)cc(N2C(=O)CCN(Cc3ccccc3)C2=O)c1	i	6.0	-15.3
Nc1nc(Br)c2c(F)cccc2c1-c1ccc(F)cc1	i	12.5	-30.5
O=C(O)c1ccc(Cl)c(S(=O)(=O)N2CCCC2)c1	i	7.1	-7.7
O=C1CS(=O)(=O)N(Cc2cccc(F)c2)c2ccc(Br)cc21	.	9.1	-13.3
COC(=O)[C@H](Cc1ccccc1)NS(=O)(=O)N[C@@H](Cc1ccccc1)C(=O)OC	.	2.7	3.8
CCC1=NN(C(=O)c2ccccc2O)C(O)(c2ccccc2)C1 (centres undefined)	i	19.2	-12.5
Cc1ccc(NC(=O)c2cc(S(=O)(=O)N3CCCC3)c[nH]2)c(C)c1	i	7.8	-6.3
Cc1ccc(OC(=O)C2CCN(C(=O)c3ccccc3C)CC2)c(Br)c1	i	20.2	-26.7
Cn1c(-c2sc3cc(C(F)(F)F)cnc3c2-c2ccccn2)n[nH]c1=S	i	15.2	-18.2
CCCCCC(=O)Nc1sc(C)c(C)c1C#N	i	7.7	-31.7
C=CCOc1c(Br)cc(CNc2ccc(NC(=O)C(C)C)cc2)cc1OCC	i	7.5	-13.0
O=C1N(CN2CCC3(CC2)OCCO3)c2ccccc2C12OCCCO2	i	16.2	-19.8
CCOc1ccc(N2C(=O)Nc3ccccc3C2(O)C(=O)NCc2ccco2)cc1 (centres undefined)	i	17.6	-6.5
COc1cc(OC)c(/C=N/NC(N)=S)cc1Br	i	9.4	-4.0
CCSc1nnc(NC(=O)CSc2nccn2-c2cc(C)cc(C)c2)s1	i	12.8	-0.9
CC1CC(C)CN(C(=O)COC(=O)c2ccc[nH]c2=O)C1 (centres undefined)	i	1.8	-16.5
COc1ccc(Cl)cc1N(CC(=O)Nc1ccccc1C(=O)N1CCCC1)S(C)(=O)=O	i	10.4	-26.4
CC(=O)Nc1ccc(NC(=O)CSc2nnnn2-c2ccc3c(c2)OCCO3)cc1	i	15.2	-17.3
COc1ccccc1NC(=O)c1c(C)nc2ccccc2c1C(=O)O	i	8.6	-1.9
c1ccc(Cc2nn3c(COc4ccccc4)nnc3s2)cc1	i	3.1	-21.6
c1csc(Cc2nc(-c3ccc(-n4cccc4)cc3)no2)c1	i	12.9	-1.1
CC(C)C(C(=O)Nc1sc2c(c1C#N)CCCCC2)N1C(=O)c2ccccc2C1=O (centres undefined)	i	15.8	-43.1
CCOc1ccc2c(c1)s/c(=N\S(=O)(=O)c1ccc(OC)cc1)n2C(F)F	i	21.5	-8.4
Cc1ccc(C2/C(=C(\O)c3c(C)nc4ccccn34)C(=O)C(=O)N2CCN(C)C)o1 (centres undefined)	i	6.2	-4.2
COc1ccc2c(c1)C(=O)OC2CC(=O)O (centres undefined)	i	11.2	2.2
CN(CCc1ccccn1)C(=S)Nc1ccc(Cl)c(Cl)c1	i	23.6	-27.5
CCC(=O)NC(=S)Nc1ccc(NC(=O)c2cc3ccccc3o2)c(OC)c1	i	14.1	-13.1
CCOC(=O)C1(Cc2cccc(OC)c2)CCN(Cc2cccc(OC)c2O)CC1	i	16.4	-4.5
O=C(Nc1nc(-c2ccccn2)cs1)Nc1ccc(F)cc1F	i	55.3	1.8

Part of the list above in order of SMILES length, lowest first.
SMILES	CHT allo act	OX1R antag-1	OX1R antag-2
c1csc(Cc2nc(-c3ccc(-n4cccc4)cc3)no2)c1	i	12.9	-1.1
CCSc1nnc(NC(=O)CSc2nccn2-c2cc(C)cc(C)c2)s1	i	12.8	-0.9
CCOc1ccc2c(c1)s/c(=N\S(=O)(=O)c1ccc(OC)cc1)n2C(F)F	i	21.5	-8.4

(list continues)
SMILES	CHT allo act	OX1R antag-1	OX1R antag-2
C/C(=N/NC(=O)c1ccncc1)c1ccccc1	i	4.0	-10.0
CC(NC(=O)CCc1ccccc1)c1cc2c(cc1Cl)OCCO2 (centres undefined)	i	13.7	-29.0
CCOC(=O)CCC(=O)c1c(C)oc2ccc(OC)cc12	i	20.2	-28.4
CC(C)(C)OC(=O)C[C@H]1C/C=C\C[C@@H](CC(=O)N(CCO)Cc2ccccc2)C(=O)N2CCC[C@H]2COC1=O	.	2.6	-23.5
O=[N+]([O-])c1ccc(O)c(/C=N/n2cnc3ccccc32)c1	i	47.9*	18.6
C=CCOc1ccc(C(=O)O)cc1Cl	i	21.4	6.4
Cc1c(Cl)cnc(NC(=O)COC(=O)C2CC2)c1Cl	.	-1.1	-23.3
O=c1[nH]nc(SCc2nc3ccccc3s2)n1C1CC1	i	8.7	-9.0
O=C(OCc1cc(Cl)cc2c1OCOC2)c1cccnc1Cl	.	11.5	-21.4
COc1cccc(-c2cc(C(=O)N3C(C)CCCC3C)no2)c1 (centres undefined)	i	15.4	0.5
Cc1cc(NC(=O)CSc2ncnc3c2cnn3-c2ccccc2)no1	i	22.1	-15.7
COC(=O)CN1C(=S)N(c2ccc(F)cc2)C(=O)C1CC(=O)Nc1ccccc1 (centres undefined)	i	1.1	-12.9
CCOC(=O)CCSc1nc(-c2ccccc2)cc(C(F)(F)F)n1	i	12.3	-40.5
COc1ccc2oc(C(=O)OCC(=O)Nc3ccccc3)c(C)c2c1	i	5.5	-7.6
CCC(=O)NCCNC(=O)c1c(SC)nsc1SC	i	7.0	-11.7

Sorted by value in OX1R antag-2 (descending): 5 of the compounds above
SMILES,OX1R antag-2
C=CCOc1ccc(C(=O)O)cc1Cl,6.4
COc1ccc2oc(C(=O)OCC(=O)Nc3ccccc3)c(C)c2c1,-7.6
CCC(=O)NCCNC(=O)c1c(SC)nsc1SC,-11.7
CCOC(=O)CCC(=O)c1c(C)oc2ccc(OC)cc12,-28.4
CC(NC(=O)CCc1ccccc1)c1cc2c(cc1Cl)OCCO2 (centres undefined),-29.0

Next part:
SMILES	CHT allo act	OX1R antag-1	OX1R antag-2
COc1ccc(NC(=O)CCCN2C(=O)C3CC=CCC3C2=O)cc1 (centres undefined)	i	14.9	0.3
O=C(OCC(=O)N1CCCc2ccccc21)c1ccc(Cl)nc1	i	23.7	-26.0
Cc1ccc(NC(=O)CCC(=O)NNC(=O)c2ccccc2)c(C)c1	i	18.7	-18.1
CC(C)CCn1c(CN2CCOCC2)nc2c1c(=O)n(C)c(=O)n2C	i	11.9	-3.4
CCOC(=O)c1sc(C)c2c1NC1(CCCCCC1)NC2=O	i	18.9	-29.6
O=C(NNC(=O)c1sccc1-n1cccc1)c1ccc(Cl)cc1	i	29.9	-7.0
O=C(/C=C/c1ccccc1)NC(NC(=S)Nc1ccc(Cl)cc1Cl)C(Cl)(Cl)Cl (centres undefined)	i	51.2	7.8
c1ccc(-c2noc(CSc3nnnn3-c3ccccc3)n2)cc1	i	8.2	-20.9
COc1ccc(Cl)cc1C(=O)NCCS(=O)(=O)N1CCN(c2ccccc2F)CC1	i	11.5	-31.3
Cc1ccc(NC(=O)Nc2cnccn2)cc1C	i	10.5	-0.1
Cc1ccc(-c2nnn(CC(=O)O)n2)cc1	i	-1.7	-3.3
O=c1oc(-c2ccccc2)nc2sc3c(c12)CCC3	i	17.0	-17.9
COc1ccc(N2CCN(CCCNC(=S)Nc3c(C)cccc3C)CC2)cc1	i	10.9	-34.6
CCc1nnc(NC(=O)CSc2nnc(C3CCCCC3)n2-c2cccc(Cl)c2)s1	i	6.0	-21.3
COc1ccc(OCC(=O)NCc2ccc(Cl)cc2)cc1	i	14.3	-19.5

Exported with two lines to a compound: four of the compounds above
Sequence of screens: CHT allo act | OX1R antag-1 | OX1R antag-2
> Cc1ccc(NC(=O)Nc2cnccn2)cc1C
 : i | 10.5 | -0.1
> Cc1ccc(-c2nnn(CC(=O)O)n2)cc1
 : i | -1.7 | -3.3
> O=c1oc(-c2ccccc2)nc2sc3c(c12)CCC3
 : i | 17.0 | -17.9
> COc1ccc(N2CCN(CCCNC(=S)Nc3c(C)cccc3C)CC2)cc1
 : i | 10.9 | -34.6

The list continues:
SMILES	CHT allo act	OX1R antag-1	OX1R antag-2
O=C(Nc1ccc(S(=O)(=O)Nc2nccs2)cc1)c1ccc(=O)[nH]c1	i	0.3	4.3
CCOC(=O)c1ccc(NC(=S)Nc2cccc(N)n2)cc1	i	4.0	-27.7
CCOC(=O)c1c(-c2cccs2)csc1NC(=O)c1ccco1	i	16.4	-21.7
CCc1ccccc1NC(=O)C1CCN(c2cnccn2)CC1	i	18.9	-5.8
Cc1ccc2c(c1)[C@H]1[C@H](CO2)[C@H](c2ccccc2)[C@]2(C)C(=O)N(Cc3ccc(Cl)cc3)CC(=O)N12	.	10.0	-25.7
COc1ccc(C(=O)Nc2ccc3ccccc3n2)cc1OC	i	77.2*	-1.8
O=C(O)c1cc(S(=O)(=O)Nc2ccccc2Cc2ccccc2)ccc1Cl	i	16.4	-31.4
Cc1ccccc1N1CCN(C(=O)NCc2cccc(Cl)c2)CC1	i	11.9	-24.2
COc1ccc(NC(=O)CN(c2cccc(F)c2)S(C)(=O)=O)cc1OC	i	10.7	-6.5
Cc1cccc(N2CCC(NCc3c(C(=O)N4CCCCC4)nc4c(C)cccn34)CC2)c1	i	20.6	-12.5
Cn1nnnc1N=N/C(=N/Nc1ccccc1)c1ccccc1	i	10.2	-12.3
O=C(O)c1ccc(SCc2ccccc2)nc1	i	9.6	15.7
Cc1ccc(N2CC(C(=O)Nc3nnc(SCCC4OCCO4)s3)CC2=O)cc1 (centres undefined)	i	20.5	-20.1
Cc1ccc(Cn2c(=S)[nH]c3ccc(N4CCOCC4)cc3c2=O)o1	i	18.5	15.9
CCOC(=O)C1(Cc2ccccc2)CCN(CC2CC=CCC2)CC1 (centres undefined)	i	12.6	-13.8

No new results follow: an excerpt of the list.
SMILES	CHT allo act	OX1R antag-1	OX1R antag-2
COc1ccc(NC(=O)CN(c2cccc(F)c2)S(C)(=O)=O)cc1OC	i	10.7	-6.5
Cc1cccc(N2CCC(NCc3c(C(=O)N4CCCCC4)nc4c(C)cccn34)CC2)c1	i	20.6	-12.5
Cn1nnnc1N=N/C(=N/Nc1ccccc1)c1ccccc1	i	10.2	-12.3
O=C(O)c1ccc(SCc2ccccc2)nc1	i	9.6	15.7
Cc1ccc(N2CC(C(=O)Nc3nnc(SCCC4OCCO4)s3)CC2=O)cc1 (centres undefined)	i	20.5	-20.1
Cc1ccc(Cn2c(=S)[nH]c3ccc(N4CCOCC4)cc3c2=O)o1	i	18.5	15.9
CCOC(=O)C1(Cc2ccccc2)CCN(CC2CC=CCC2)CC1 (centres undefined)	i	12.6	-13.8

Continued:
SMILES	CHT allo act	OX1R antag-1	OX1R antag-2
Cc1nc(C(=O)Nc2ccc(Cl)cc2Cl)nn1-c1cc(OC(C)C)c(Cl)cc1Cl	i	1.7	-11.8
NC(=O)C1(N2CCCCC2)CCN(c2nc(-c3ccccc3)cs2)CC1	i	-1.7	-3.5
COc1ccc(OCc2nnc(SCC(=O)N3c4ccccc4Sc4ccc(Cl)cc43)o2)cc1	i	11.7	-19.7
O=C(Nc1ccncc1)C1CCN(S(=O)(=O)c2ccccc2)CC1	i	4.0	-13.5
O=C(NCc1ccc(F)cc1)C1CCCN1S(=O)(=O)c1ccccc1C(F)(F)F (centres undefined)	.	22.2	5.5
O=C(CCCC(=O)N(CC(=O)NC1CCCCC1)Cc1ccco1)Nc1ccccn1	i	6.9	-25.4
Cc1ccc2nc(/N=C(\N)NC(=O)NC3CCCCC3)nc(C)c2c1	i	7.1	-19.5
O=C(CSc1nnnn1Cc1ccccc1)Nc1ccc2c(c1)OCCO2	i	13.8	-16.5
CC(=O)/C(=N\Nc1ccc(Cl)cc1)Sc1nnc(-c2ccccc2)n1-c1ccccc1	i	1.2	-29.7
NS(=O)(=O)c1ccc(N/N=C/c2ccccn2)c([N+](=O)[O-])c1	i	45.6*	-11.9
CCOC(=O)C1=C(CC)OC(N)=C(C#N)C1c1cc(OC)ccc1OC (centres undefined)	i	15.3	-7.2
CCOc1ccc(NC(=O)CN(C)C(=O)c2ccccc2OCc2cccc(C)c2)cc1OCC	.	18.9	-30.3
CCC(=O)Nc1ccc(N2CCC(C)CC2)cc1	i	7.5	6.0
COc1cccc(/C=N/NC(=O)c2ccc(OCc3cccc(Br)c3)cc2)c1	i	34.0	-27.2
COc1cccc2sc(Nc3nc(-c4ccccn4)cs3)nc12	i	113.6*	102.0*
O=S(=O)(Nc1ccc(OC(F)F)cc1)c1ccc(-c2ccon2)s1	i	-9.0	10.2

High-throughput results: PubChem BioAssay, several laboratories
